Source: PubChem (several laboratories)
DAGLB inh = diacylglycerol lipase beta (human) inhibition; HEK293T DAGLB membrane lysate, EnzChek fluorogenic substrate; inhibition, % at 5.17 µM; actives 0.059% (n = 340,000); in the data active = inhibition above about 34%;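 also: 0% = enzyme with vehicle and 100% = wells lacking enzyme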
Target sequence (Q8NCG7 whole entry, looked up): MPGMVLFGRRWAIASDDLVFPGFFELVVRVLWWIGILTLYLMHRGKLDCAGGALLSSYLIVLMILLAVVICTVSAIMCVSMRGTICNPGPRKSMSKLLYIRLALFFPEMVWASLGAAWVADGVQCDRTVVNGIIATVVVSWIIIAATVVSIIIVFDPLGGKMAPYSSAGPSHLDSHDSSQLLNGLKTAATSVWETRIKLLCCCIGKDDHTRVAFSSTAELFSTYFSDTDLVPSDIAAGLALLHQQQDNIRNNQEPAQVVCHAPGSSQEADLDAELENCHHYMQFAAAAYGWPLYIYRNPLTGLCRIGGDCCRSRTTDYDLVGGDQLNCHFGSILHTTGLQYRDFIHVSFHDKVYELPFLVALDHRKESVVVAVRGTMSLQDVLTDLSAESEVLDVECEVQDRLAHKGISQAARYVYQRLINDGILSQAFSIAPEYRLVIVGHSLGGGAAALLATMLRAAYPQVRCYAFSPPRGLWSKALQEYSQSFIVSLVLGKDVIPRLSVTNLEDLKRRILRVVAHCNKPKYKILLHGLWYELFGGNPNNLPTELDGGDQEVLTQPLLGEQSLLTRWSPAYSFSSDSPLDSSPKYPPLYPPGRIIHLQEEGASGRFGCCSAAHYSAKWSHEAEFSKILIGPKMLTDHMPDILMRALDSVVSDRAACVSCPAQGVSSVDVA
HTR5A inv ag = inverse agonist of human HTR5A in OPRM1-OPRD1 counter-screen; HTR5A cell line, luminescence, inverse agonism; actives 0.083% (n = 340,000); AID 504634; inhibition, % at 9.3 µM; in the data active = inhibition mostly above about 23%, no sharp cut-off; inactive = mostly below about 18%;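 also: 0% = cells with DMSO and 100% = no-cell wells with DMSO; some compounds called inactive have numbers as strong as hits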
Target sequence (P47898 whole entry, looked up): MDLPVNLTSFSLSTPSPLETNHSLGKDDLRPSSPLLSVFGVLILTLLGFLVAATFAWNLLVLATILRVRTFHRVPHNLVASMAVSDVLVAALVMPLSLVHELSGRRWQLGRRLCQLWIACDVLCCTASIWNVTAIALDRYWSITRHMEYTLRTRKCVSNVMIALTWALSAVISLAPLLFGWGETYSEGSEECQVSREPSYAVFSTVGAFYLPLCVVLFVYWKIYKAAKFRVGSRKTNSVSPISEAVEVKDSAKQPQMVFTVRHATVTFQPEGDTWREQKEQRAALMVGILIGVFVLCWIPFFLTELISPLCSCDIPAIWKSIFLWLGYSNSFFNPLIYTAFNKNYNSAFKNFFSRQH
PKA-R1A activ = activates the PKA-R1A holoenzyme complex; PKA-R1A dissociation, Cy5-IP20 fluorescence polarization; scaled: DMSO 0%, 113 µM cGMP 100%; activation, % at 11.4 µM; actives 0.083% (n = 340,000); AID 504707;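 active = percent activation above the mean of all tested compounds plus 3 SD, cut at about 19% in these data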;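 also: higher means more PKAc released from R1A so a rise in polarization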
PKA-R2B activ = activates the human PKA-R2B holoenzyme complex. P22694+P31323. PKA-R2B holoenzyme dissociation, Cy5-IP20 fluorescence polarization; R2B truncated from residue 108, S112A mutant; 0% DMSO only, 100% 113 µM cGMP. activation, % at 11.4 µM. actives 0.079% (n = 340,000);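 active = activation above a cutoff set at the mean over all compounds plus 3 SD, cut at about 18% in these data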;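 also: higher means more holoenzyme dissociation and a rise in polarization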
HTR5A ag = counter-screen for OPRM1-OPRD1 agonists: human HTR5A agonism | P47898 | HTR5A agonist assay, luminescence, cell-based | activation, % at 9.3 µM | actives 0.61% (n = 340,000); in the data active = activation mostly above about 9.5%, no sharp cut-off; inactive = mostly below about 7.6%;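 also: 0% = cells with vehicle only and 100% = reference agonist; strong numbers were not always called active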
phage Ecoli inh = E. coli growth loss with phage present | growth absorbance | inhibition, % at 11.9 µM | AID 651602 | actives 0.26% (n = 360,000); in the data active = inhibition above about 11%
CDK5 p35 inh = inhibitors of human CDK5/p35 kinase; Recombinant CDK5/p35, ADP-Glo luminescence, 60 min; inhibition, % at 10 µM; actives 0.01% (n = 330,000); AID 488839;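 active = highest replicate inhibition of at least 50% and at least 75% of replicates reaching 50%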;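 also: plate controls were DMSO neutral control for no effect and GW8510 at 10 µM for full effect; many of its hits are not listed in these tables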
AddAB inh = less growth of phage-infected E. coli with AddAB; E. coli expressing H. pylori AddAB, absorbance growth; inhibition, % at 11.9 µM; actives 0.29% (n = 330,000); in the data active = inhibition above about 12%;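 also: 0% = vehicle wells of infected cells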
Mot1-301 SUMO = SUMOylation pathway inhibition by Mot1-301 growth rescue; S. cerevisiae Mot1-301 growth rescue, ATP luminescence, 38.5C; percent above DMSO median, 100 means doubled; growth rescue, % at 18.8 µM; actives 1% (n = 320,000); AID 2716;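 active = every valid replicate shows activation above 250% relative to neutral control wells; inactive = the rest, any valid replicate at or below 250%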;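 also: OY570 slx delta 5 strain wells were the positive control but not used for scaling; some compounds called inactive have numbers as strong as hits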
Ecoli viability = bacterial growth inhibition, counter-screen for AddAB inhibitors; E. coli V3065 growth, OD600 absorbance, 18 h; inhibition, % at 11.9 µM; actives 0.27% (n = 330,000);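 active = inhibition above the campaign's mean inhibition across all tested compounds plus 3 SD, cut at about 9.9% in these data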;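 also: uninfected addAB+ strain grown without phage in ampicillin broth; 0% = DMSO wells and 100% = ciprofloxacin 0.95 µg/ml wells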
Tat export inh = inhibitors of E. coli Tat protein transport. E. coli MC4100 TorA-mCherry Tat export, fluorescence. inhibition, % at 10 µM. actives 0.036% (n = 340,000). AID 488895;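 active = mean replicate inhibition at least 50% and at least half of replicates individually reaching 50%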;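 also: exported cargo escapes ClpAP degradation while cytoplasmic cargo is degraded and loses fluorescence; 0% = median of neutral control wells and 100% = median of NaSCN control wells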
* = called active by the depositor; / = not tested or not shown; & = joins results of further samples.

SMILES	DAGLB inh	HTR5A inv ag	PKA-R1A activ	PKA-R2B activ	HTR5A ag	phage Ecoli inh	CDK5 p35 inh	AddAB inh	Mot1-301 SUMO	Ecoli viability	Tat export inh
CCOCCCNC(=O)C1CCC(CNS(=O)(=O)c2ccc(OC)cc2)CC1 (stereo unspecified)	-0.3	-8.7	-2.4	-8.3	3.1	-3.3	-4.6	-2.5	165.9	0.0	-4.9
Cc1nn(CC(O)Cn2c3c(c4ccccc42)CCN(C)C3=O)c(C)c1Br (stereo unspecified)	-1.1	-40.7	-4.2	-13.2	0.3	1.9	-0.6	3.6	10.5	2.7	2.1
CCOc1c(Cl)cc(CNc2ccc(N3CCCC3)cc2)cc1OC	11.3	4.7	-37.6	-30.2	-1.7	2.5	0.1	/	/	/	-2.2
Cc1ccc(NC(=S)N/N=C/c2ccc(Cl)c([N+](=O)[O-])c2)cc1	-4.5	-0.1	-10.0	-8.0	4.8	1.0	-0.2	2.1	-0.9	0.2	-2.0
Cc1cc([N+](=O)[O-])ccc1NC(=O)c1sc2ncn(CC(=O)N3CCOCC3)c(=O)c2c1C	-1.6	-29.4	-4.6	-0.3	-2.1	-0.2	/	3.1	-5.8	2.3	-3.0
C[C@@]12CC(=O)NC1N(C(=O)c1cccc(C(F)(F)F)c1)C(c1ccccc1OC(=O)c1cccc(C(F)(F)F)c1)C2 (stereo partly specified)	0.4	-2.7	-6.2	-6.5	-0.2	1.7	0.1	1.2	-9.7	0.8	20.4
COc1cccc(C(=O)C2CCCN(Cc3cn[nH]c3C3CCCCC3)C2)c1 (stereo unspecified)	/	/	/	/	/	1.6	-1.5	3.4	-2.3	-4.0	1.1
O=C(Cc1ccc([N+](=O)[O-])cc1)Nc1nccs1	0.7	3.9	4.2	-6.6	-3.3	3.3	3.0	-1.9	6.5	-2.0	0.2
CC1(C)N=C(N)N=C(N)N1c1ccccc1	-1.9	8.5	-2.1	-4.5	4.7	2.3	1.4	3.0	0.5	0.5	2.0
COc1cc(N)c(Cl)cc1C(=O)OCC(=O)N1CCc2ccccc21	-2.2	-8.6	14.9	-13.4	-3.1	0.1	0.2	-0.8	0.0	1.4	-3.6
COc1cccc(C(C(=O)NC2CCCC2)N(C(=O)c2ccco2)c2cccc(C(C)=O)c2)c1OC (stereo unspecified)	-1.3	12.2	-8.4	-11.2	1.0	0.9	8.5	5.0	1.5	2.1	7.7
CCCCCNC(=O)c1ccc(NS(=O)(=O)c2ccc3[nH]c(=O)[nH]c3c2)cc1	-0.2	10.3	5.7	-10.9	2.4	1.2	0.9	-1.5	-11.7	-1.3	-7.6
CCC(c1nnnn1C1CCCC1)N1CCN(c2ccccc2)CC1 (stereo unspecified)	-0.2	-1.6	3.9	-5.4	9.2	1.7	1.4	1.7	-1.6	0.5	-2.3
CCOC(=O)c1c(NC(=O)CSc2c[nH]c3ccccc23)sc2c1CCC2	-11.7	-10.8	-7.9	-5.4	1.6	2.5	-0.4	-0.8	12.9	0.0	-7.1
O=C(Nc1ccc(Cl)cc1)[C@@H]1[C@@H]2C(=O)N(c3ccc(Cl)cc3)C(=O)[C@@H]2[C@H]2C=CC=NN21	11.3	-6.5	3.4	4.1	1.7	2.5	2.3	0.2	-7.4	2.5	0.0
CC1=Nc2nc(N3CCCCC3)c(C#N)c3c4c(nc(c23)N1)N(c1ccc(C(C)C)cc1)C(=O)C4	9.7	14.1	4.0	2.9	-4.1	3.0	-0.2	0.2	-11.2	0.8	-3.8
CN1CCN(S(=O)(=O)c2ccc(NCc3ccc4c(c3)OCO4)nc2)CC1	0.5	13.5	-8.1	-4.9	-2.0	4.2	-1.2	0.2	/	-0.2	5.9
Cn1ccnc1CN1CCCCC1C(=O)Nc1ccc(Oc2cccnc2)cc1 (stereo unspecified)	-0.8	-3.1	-2.1	-3.1	-3.1	1.5	-0.1	3.0	21.8	1.2	3.3
COc1cccc(-c2cc(C(F)(F)F)n3nc(C(=O)N4CCCCC4c4cccnc4)cc3n2)c1 (stereo unspecified)	-1.1	-8.5	10.2	3.3	3.0	2.4	-4.9	-1.7	-2.7	0.5	4.3
CC(C)C(=O)NC(=S)Nc1nnn(C)n1	0.4	23.5	-3.2	-10.1	2.0	6.4	1.0	5.2	-5.1	-0.2	-0.7
C(=N\Nc1nc2ccccc2[nH]1)/c1ccccn1	3.7	-10.1	-7.2	5.5	-0.8	9.3	5.9	/	/	/	-3.9
COc1cc(S(=O)(=O)NC2CCCC2)c(OC)cc1C	0.7	17.6	5.5	4.5	-7.3	2.5	-0.9	2.5	435.0*	-1.0	-5.1
CC(C)c1cc(-c2cc(C(=O)NCc3ccccc3)on2)nc(NC2CCCC2)n1	-11.2	-24.2	-4.9	-13.5	8.3	1.9	-0.2	1.9	-6.1	1.9	5.5
O=C(c1ccc2nccnc2c1)N1CCN(c2ccccc2)CC1	-0.3	-19.5	0.0	-12.4	-4.5	1.0	-0.9	-0.5	161.6	-0.7	1.9
O=C1CC(N2CCN(S(=O)(=O)c3ccc([N+](=O)[O-])cc3)CC2)C(=O)N1c1ccccc1F (stereo unspecified)	2.0	-18.2	4.9	2.8	6.4	1.2	-0.2	-0.5	13.7	-0.9	-11.4

The list goes on, starting with the last 3 of the part before.
SMILES	DAGLB inh	HTR5A inv ag	PKA-R1A activ	PKA-R2B activ	HTR5A ag	phage Ecoli inh	CDK5 p35 inh	AddAB inh	Mot1-301 SUMO	Ecoli viability	Tat export inh
CC(C)c1cc(-c2cc(C(=O)NCc3ccccc3)on2)nc(NC2CCCC2)n1	-11.2	-24.2	-4.9	-13.5	8.3	1.9	-0.2	1.9	-6.1	1.9	5.5
O=C(c1ccc2nccnc2c1)N1CCN(c2ccccc2)CC1	-0.3	-19.5	0.0	-12.4	-4.5	1.0	-0.9	-0.5	161.6	-0.7	1.9
O=C1CC(N2CCN(S(=O)(=O)c3ccc([N+](=O)[O-])cc3)CC2)C(=O)N1c1ccccc1F (stereo unspecified)	2.0	-18.2	4.9	2.8	6.4	1.2	-0.2	-0.5	13.7	-0.9	-11.4
COCC1CCN(C(=O)C2CCC(=O)N(CCc3ccc(Cl)cc3)C2)CC1 (stereo unspecified)	6.4	20.4	-0.8	2.4	-0.1	1.9	1.7	2.3	-10.5	-1.9	8.8
O=C1Nc2cc(C(F)(F)F)ccc2N2CCCCC12 (stereo unspecified)	1.4	-3.4	10.4	4.3	0.9	0.2	2.0	0.4	-27.7	-1.6	-1.9
Brc1ccc(-c2cn3ccccc3n2)cc1	-0.6	10.7	-5.7	-0.6	5.6	2.0	-3.8	2.6	1.1	-0.8	0.9
CCN(CC)C(=O)CSc1nnc(C2CCCCC2)o1	0.8	-11.9	7.2	0.4	-3.6	-0.5	-0.9	0.8	1.7	0.6	-0.3
CC(=O)c1ccc(NC(=O)C(C)n2c3ccccc3c3nc(=O)cc(C)n32)cc1 (stereo unspecified)	-1.5	10.2	-8.3	-0.9	-1.6	2.9	0.8	3.9	5.3	0.7	-8.2
Cc1c(C(=O)N2CCCCCC2)c(S(=O)(=O)Nc2ccccc2F)c(C)n1C	1.2	-5.7	-12.5	1.0	4.0	2.1	1.0	5.2	49.4	-0.2	-3.0
CC1CCCCN1C(=O)C(=O)c1cn(CC(=O)N2CCCC2)c2ccccc12 (stereo unspecified)	-2.1	-12.1	0.8	-5.4	-2.9	0.6	-0.9	0.4	-19.7	3.6	0.0
O=c1[nH]c2ccccc2nc1Cc1ccccc1	0.8	-11.1	-17.4	-2.8	4.0	2.0	0.6	0.2	-10.7	1.8	-2.5
CN(C)CC/C=C1/c2ccccc2Sc2ccc(Cl)cc21	4.0	-22.0	8.7	1.8	2.5	4.4&3.6	0.8	0.9&0.7	-25.8&86.3	0.0&-1.7	0.1
COc1ccc(CN(C)C(=O)[C@H](Cc2ccccc2)NC(=O)c2ccco2)c(OC)c1	0.5	-9.6	-15.4	7.2	3.9	1.7	-1.3	1.6	-3.2	0.3	3.3
Cc1ccc(NC(=O)Nc2cnccn2)cc1	-1.4	9.0	-1.2	11.5	-3.8	2.4	-0.3	4.3	134.1	3.2	4.1
Cc1ccc(NC(=S)Nc2ccc(Cl)c(Cl)c2)c(OC(F)F)c1	-5.0	-8.9	2.4	-10.0	3.3	6.7	-2.3	2.7	-16.1	-1.0	9.2
O=C(NCc1cccnc1)c1cccc2c1C(=O)N(Cc1cccnc1)C2	-2.6	-20.9	1.2	-14.6	7.8	2.8	1.5	2.3	-10.6	-0.5	1.3
O=C1COc2ccc(C(=O)COC(=O)c3ccccc3Cl)cc2N1	-2.5	-20.5	-6.7	-3.9	5.3	2.9	1.2	2.1	-6.0	0.0	-3.8
Cc1ccc(/C=C/C(=O)OCC(=O)Nc2ccccc2Sc2ccccc2)cc1	0.0	-16.9	-3.4	-12.8	-1.5	0.9	0.5	1.9	-5.5	0.4	-4.2
COc1cc(/C=N/NC(=O)CCN2CCN(c3ccccc3)CC2)cc(OC)c1OC	1.8	9.4	-6.3	-14.8	-3.1	4.3	-0.8	3.0	1.1	0.3	5.0
CC(C#N)(NC(=O)CN1CCN(S(=O)(=O)c2ccc(Br)cc2Cl)CC1)C1CC1 (stereo unspecified)	-0.5	12.7	5.5	12.2	-5.2	2.3	-0.4	0.9	-7.2	-0.2	9.7
O=C(O)CCc1ccc(-c2cccs2)n1Cc1ccco1	4.7	-1.7	-0.5	5.9	-3.8	1.2	-1.9	-1.5	-7.0	-0.7	-2.3
COc1ccc(S(=O)(=O)Nc2ccc3c(c2)C(=O)N([C@H](C)CO)C[C@H](C)[C@@H](CN(C)S(=O)(=O)c2ccc(F)cc2)O3)cc1	-0.7	-11.8	7.4	-11.7	-1.2	2.7	0.3	-0.8	-5.2	-0.4	7.5
CC1(C(=O)N(CC(=O)NC2CCCC2)Cc2ccc(Cl)cc2)CC(=O)N=C2C=CC=CN21 (stereo unspecified)	-3.1	-5.2	-12.2	-3.4	1.8	1.8	-0.2	3.1	308.5	1.1	2.1
CCOC(=O)/C=C1\SCC(=O)N1CC(=O)Nc1ccc(C(C)C)cc1	-1.8	-2.7	-6.3	-2.7	-0.6	3.2	1.1	0.6	-17.2	-1.9	-5.7
Cc1cc(C)c2c(n1)nn1c(N3CCN(c4ccccc4C)CC3)cc(C)nc21	-1.3	13.8	-3.7	-9.4	-3.2	1.6	0.6	2.2	-11.6	1.0	5.3
CCOc1ccc(C2CC(c3ccc(F)cc3)n3ncnc3N2)cc1 (stereo unspecified)	-1.2	-5.5	-6.8	-2.5	2.1	2.3	-1.1	1.1	-22.8	-0.2	3.3
Cc1c(NC(=O)/C(C#N)=C/c2cccs2)c(=O)n(-c2ccccc2)n1C	0.7	-12.6	0.2	2.6	5.8	6.0	0.7	2.0	-13.5	2.7	-2.2
O=C(NC(Cc1ccccc1)C(=O)O)/C(=C\c1ccc(Cl)cc1)NC(=O)c1ccco1 (stereo unspecified)	1.4	-18.6	-1.8	-8.1	-0.7	1.5	-6.3	2.7	119.6	0.5	-8.0
CC1(C)NC(=O)N(CC(=O)N2CCN(S(=O)(=O)c3ccccc3F)CC2)C1=O	-1.3	-24.5	2.8	-6.1	0.2	-0.5	0.7	0.8	47.9	2.6	6.7
